esBAF inh: blocks esBAF chromatin remodeling in mouse ES cells; Bmi1-luciferase knock-in reporter, 24 h; 100% = twice the neutral-well signal; reporter increase, % at 12.5 µM; 350,000 tested, 2% active; in the data active = activation above about 40%;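 also: 0% = median of the plate's neutral control wells and 100% = double that signal; a rise in the Bmi1 reporter signal indicates esBAF inhibition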
RAD52 anneal inh: blocks human RAD52 DNA annealing; P43351; recombinant RAD52 DNA annealing, FRET fluorescence; inhibition, % at 18.7 µM; 360,000 tested, 0.46% active; AID 651710;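 active = every replicate showing at least 50% inhibition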
S100A4 MyoIIA: S100A4-myosin IIA interaction inhibition; P26447; S100A4/TAMRA-MyoIIA peptide fluorescence polarization; inhibition, % at 10.7 µM; 360,000 tested, 0.14% active; AID 652163;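 active = mean inhibition of at least 70% across replicates, with every replicate also reaching that level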
Target sequence (P26447 whole entry, looked up): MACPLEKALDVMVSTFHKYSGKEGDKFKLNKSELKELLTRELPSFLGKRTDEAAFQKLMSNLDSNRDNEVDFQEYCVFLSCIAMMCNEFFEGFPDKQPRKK
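Material: S100A4 monomer protein | Medium: HEPES pH 7.2 with CaCl2, KCl, NaCl, DTT, Triton | Reagent: Labelled myosin peptide probe, 5 nM | Doses: One dose per compound | Times: 5 min incubation before reading | Benchmarks: Neutral control DMSO, positive control TFP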
RAD54 inh: RAD54 (human) branch migration inhibition | Q92698 | RAD54 Holliday junction branch migration, FAM/BHQ fluorescence | inhibition, % at 10.4 µM | 360,000 tested, 0.14% active | AID 602329;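 active = mean normalized replicate activity at least 40 and at least half of replicates scoring 40 or more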;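 also: 0% = median of neutral control wells and 100% = median of positive control wells; inhibitors cause a drop in the FAM fluorescence signal; in these data hits start at about 50%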
Target sequence (Q92698 whole entry, looked up): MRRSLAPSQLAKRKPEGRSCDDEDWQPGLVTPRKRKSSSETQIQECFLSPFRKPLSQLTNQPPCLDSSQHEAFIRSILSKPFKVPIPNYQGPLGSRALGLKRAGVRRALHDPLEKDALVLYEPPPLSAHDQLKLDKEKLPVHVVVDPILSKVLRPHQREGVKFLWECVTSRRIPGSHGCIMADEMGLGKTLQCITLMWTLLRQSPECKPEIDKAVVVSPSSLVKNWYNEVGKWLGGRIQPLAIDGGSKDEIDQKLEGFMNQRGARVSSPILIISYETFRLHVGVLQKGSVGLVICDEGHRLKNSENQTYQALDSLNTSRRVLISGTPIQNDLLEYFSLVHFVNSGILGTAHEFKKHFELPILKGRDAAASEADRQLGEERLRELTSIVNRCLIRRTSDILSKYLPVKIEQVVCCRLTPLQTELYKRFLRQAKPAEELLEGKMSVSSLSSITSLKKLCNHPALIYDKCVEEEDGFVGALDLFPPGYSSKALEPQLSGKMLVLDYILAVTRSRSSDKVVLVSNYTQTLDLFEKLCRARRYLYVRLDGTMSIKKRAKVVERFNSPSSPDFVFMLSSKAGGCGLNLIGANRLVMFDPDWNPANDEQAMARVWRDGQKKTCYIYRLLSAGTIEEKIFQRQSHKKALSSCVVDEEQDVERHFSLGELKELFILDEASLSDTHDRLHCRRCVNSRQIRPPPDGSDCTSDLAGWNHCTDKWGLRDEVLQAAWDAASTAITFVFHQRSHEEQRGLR
ERp5 inh: inhibitors of human ERp5 | Q15084 | ERp5 insulin aggregation, absorbance 650 nm, 90 min | inhibition, % at 9.99 µM | 350,000 tested, 0.05% active | AID 651711;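 active = mean replicate inhibition above about 25%, with every replicate also reaching it, limit read from the data, passing the limit was not always enough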
ERAP1 inh: blocks human ERAP1 aminopeptidase activity | Q9NZ08 | 340,000 tested, 0.15% active | AID 652197 | inhibition, % at 10.7 µM | recombinant ERAP1, Leu-AMC fluorescence, 60 min;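 active = mean replicate inhibition of at least 30%, or all replicates individually reaching that 30% level; inactive = mean below 30% and not every replicate reaching it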;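 also: 0% = neutral control wells and 100% = L-leucinethiol positive control wells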
XiGFP reactiv: X-chromosome reactivation activator; XiGFP mouse fibroblasts, % GFP-positive cells imaging, 3 d; cells co-treated with 5-aza-dC sensitizer; scaled so ellipticine positive control = 100%; activation, % at 7.58 µM; 360,000 tested, 0.055% active; AID 743238;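 active = mean normalized replicate activation at least 10% and every replicate at or above 10%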;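 also: 0% = median of on-plate neutral control wells and 100% = ellipticine 6 µM median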
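Material: SV40-immortalized XiGFP fibroblast cells, line 68-5-11 | Buffer or medium: DMEM containing 5-aza-dC | Dosing: One concentration, pinned | Times: 3 d treatment, 15 min room-temperature fixation | Controls: Ellipticine 6 µM positive control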
E-selectin induc: induces E-selectin expression in human endothelial cells | HUVEC E-selectin immunofluorescence imaging; normalized: neutral wells 0, TNF-alpha wells 100 | P16581 | 260,000 tested, 0.37% active | activation, % at 7.58 µM | AID 686992;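 active = mean E-selectin-positive cell signal at least 10% of the positive control, reached in at least 60% of replicates, without over 20% cell loss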;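 also: in these data hits start at about 27%; measured in HUVEC primary endothelial cells; signal is the percent of cells scored E-selectin positive by PE staining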
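System: HUVEC / Compound: single concentration / Signal: immunofluorescence imaging / Read-out: percent E-selectin-positive cells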
* marks the source's active call; other numbers are inactive results; & = joins results of further samples.

What do the screens show for `O=C(Nc1ccc(F)cc1)C(c1ccccc1)N1CCN(CC(=O)N2CCCC2)CC1` (stereo unspecified)?
esBAF inh: 5; RAD52 anneal inh: -13; S100A4 MyoIIA: -15; RAD54 inh: 10; ERp5 inh: 7; ERAP1 inh: 2; XiGFP reactiv: 0.4

Results for CCOc1ccc(C(=O)Nc2cccc3ncccc23)cc1Br ?
esBAF inh: 15; RAD52 anneal inh: -7; S100A4 MyoIIA: -3; RAD54 inh: 3; ERp5 inh: -1; ERAP1 inh: 1; XiGFP reactiv: 0.0

How did COc1ccc(CN(C)C[C@H]2OCCCC[C@@H](C)Oc3ccc(NC(=O)Nc4ccc5c(c4)OCO5)cc3C(=O)N([C@H](C)CO)C[C@H]2C)cc1 do in these assays?
esBAF inh: -2; RAD52 anneal inh: 11; S100A4 MyoIIA: 120*; RAD54 inh: -7; ERp5 inh: -3; ERAP1 inh: -3; XiGFP reactiv: 0.3; E-selectin induc: 0.3

Results for CC(C)NC(=O)N1Cc2cc(C(=O)NC3CCCCC3)nc(-c3cccc(-c4cccnc4)c3)c2[C@@H]1CCO ?
RAD52 anneal inh: 14&-12; S100A4 MyoIIA: -6&6; ERp5 inh: -3; ERAP1 inh: -1; XiGFP reactiv: 0.0&0.3; E-selectin induc: 0.2&6.9

What do the screens show for `COc1ccc(CCNC(=O)CCC(=O)n2ncc3ccc(Cl)cc32)cc1OC`?
esBAF inh: 7; RAD52 anneal inh: -8; S100A4 MyoIIA: 9; RAD54 inh: -7; ERp5 inh: -5; ERAP1 inh: 4; XiGFP reactiv: 0.1; E-selectin induc: 0.0

How did COc1cccc(-c2ccc([C@H]3[C@H]4CN(C(=O)c5ccncc5)CC(=O)N4[C@H]3CO)cc2)c1 do in these assays?
RAD52 anneal inh: -16; S100A4 MyoIIA: 0; ERp5 inh: -6; ERAP1 inh: -2; XiGFP reactiv: 0.3; E-selectin induc: -0.1

Results for C=CC[C@H](CC(=O)NCCO)C(=O)NC[C@@H](OC(=O)[C@H](CC=C)CC(=O)OC(C)(C)C)c1ccccc1 ?
esBAF inh: -2; RAD52 anneal inh: -6; S100A4 MyoIIA: -2; RAD54 inh: 12; ERp5 inh: 2; ERAP1 inh: 0; XiGFP reactiv: 0.0; E-selectin induc: -0.1

Results for COC(=O)c1ccc(N2C(=O)c3cc(N4CCOCC4)c([N+](=O)[O-])cc3C2=O)cc1 ?
esBAF inh: 7; RAD52 anneal inh: -2; S100A4 MyoIIA: -3; RAD54 inh: 9; ERp5 inh: 2; ERAP1 inh: -1; XiGFP reactiv: 0.2; E-selectin induc: -0.1

Results for Cc1c(Cl)cccc1NC(=S)NC1CCN(C(C)C)CC1 ?
RAD52 anneal inh: 3; S100A4 MyoIIA: -7; ERp5 inh: -1; ERAP1 inh: 1; XiGFP reactiv: -0.8

What do the screens show for `COc1cccc(Nc2nc(C(C)N)cs2)n1` (stereo unspecified)?
esBAF inh: -2; RAD52 anneal inh: 3; S100A4 MyoIIA: 7; RAD54 inh: 13; ERp5 inh: 2; ERAP1 inh: -9; XiGFP reactiv: 0.2; E-selectin induc: 0.6

What do the screens show for `O=C(CN(C(=O)Cn1nnc(-c2ccccc2F)n1)c1cnc2ccccc2c1)NCC1CCCO1` (stereo unspecified)?
esBAF inh: -1; RAD52 anneal inh: -4; S100A4 MyoIIA: 1; ERp5 inh: -2; ERAP1 inh: -1; XiGFP reactiv: 0.0

Results for O=C(Nc1ccc(F)cc1)N[C@H]1CC[C@@H](CC(=O)N2CCOCC2)O[C@@H]1CO ?
esBAF inh: 3; RAD52 anneal inh: 7; S100A4 MyoIIA: 2; RAD54 inh: -2; ERp5 inh: -2; ERAP1 inh: 0; XiGFP reactiv: 1.1; E-selectin induc: 0.2

Among those listed so far, these contain a Cl atom:
What do the screens show for `COc1ccc(CCNC(=O)CCC(=O)n2ncc3ccc(Cl)cc32)cc1OC`?
esBAF inh: 7; RAD52 anneal inh: -8; S100A4 MyoIIA: 9; RAD54 inh: -7; ERp5 inh: -5; ERAP1 inh: 4; XiGFP reactiv: 0.1; E-selectin induc: 0.0

Results for Cc1c(Cl)cccc1NC(=S)NC1CCN(C(C)C)CC1 ?
RAD52 anneal inh: 3; S100A4 MyoIIA: -7; ERp5 inh: -1; ERAP1 inh: 1; XiGFP reactiv: -0.8

(more compounds)
What do the screens show for `COc1ccc(-c2cccc(NC(=O)c3ccc4c(c3)OCO4)c2)nn1`?
esBAF inh: 5; RAD52 anneal inh: -22; S100A4 MyoIIA: 1; RAD54 inh: -10; ERp5 inh: 3; ERAP1 inh: 1; XiGFP reactiv: -0.1

How did Cn1c(=O)oc2cc(S(=O)(=O)N3CCc4ccccc43)ccc21 do in these assays?
esBAF inh: 0; RAD52 anneal inh: -40; S100A4 MyoIIA: -4; RAD54 inh: -13; ERp5 inh: 21; ERAP1 inh: -1; XiGFP reactiv: -0.3; E-selectin induc: -0.1

Results for C[C@H](CO)N1C[C@H](C)[C@H](CN(C)Cc2ccc(C(F)(F)F)cc2)Oc2c(NS(=O)(=O)c3ccccc3)cccc2C1=O ?
esBAF inh: -3; RAD52 anneal inh: 16; S100A4 MyoIIA: 5; RAD54 inh: 6; ERp5 inh: -3; ERAP1 inh: 2; XiGFP reactiv: 0.0; E-selectin induc: 0.2

Results for COc1cccc(-c2ccc3c(c2)[C@@H]2[C@@H](CCN2S(=O)(=O)c2ccc(F)cc2)[C@H](CO)N3C)c1 ?
esBAF inh: 6; RAD52 anneal inh: -16; S100A4 MyoIIA: 1; RAD54 inh: 20; ERp5 inh: -1; ERAP1 inh: 0; XiGFP reactiv: 0.1; E-selectin induc: -0.9

How did CCOC(=O)C1(Cc2cccc(F)c2)CCN(C(=O)c2ccoc2C)CC1 do in these assays?
RAD52 anneal inh: -18; S100A4 MyoIIA: -5; ERp5 inh: -5; ERAP1 inh: 4; XiGFP reactiv: 0.2

What do the screens show for `O=C(NCC1CCCO1)C1CCN(c2ccc(S(=O)(=O)N3CCCC3)cc2)CC1` (stereo unspecified)?
esBAF inh: 3; RAD52 anneal inh: -7; S100A4 MyoIIA: -11; RAD54 inh: -1; ERp5 inh: -2; ERAP1 inh: -2

Results for O=C(N/N=C/c1cccc(C(F)(F)F)c1)c1ccc(O)cc1 ?
RAD52 anneal inh: 2; S100A4 MyoIIA: 3; ERp5 inh: -4; ERAP1 inh: 0; XiGFP reactiv: 0.0

What do the screens show for `Cc1nc(CCNC(=O)Cc2ccc(Cl)cc2)cs1`?
esBAF inh: -4; RAD52 anneal inh: -3; S100A4 MyoIIA: 1; RAD54 inh: -2; ERp5 inh: 7; ERAP1 inh: 4; XiGFP reactiv: -0.4

Results for CC(C)CCCNc1nc(N2CCOCC2)nc(N2CCOCC2)n1 ?
esBAF inh: 3; RAD52 anneal inh: -22; S100A4 MyoIIA: -5; RAD54 inh: -6; ERp5 inh: 7; ERAP1 inh: 1; XiGFP reactiv: 0.3; E-selectin induc: 0.0

How did Cn1nc(C#N)c(=O)[nH]c1=O do in these assays?
esBAF inh: 2; RAD52 anneal inh: -3; S100A4 MyoIIA: 2; RAD54 inh: 2; ERp5 inh: 0; ERAP1 inh: 2; XiGFP reactiv: 0.4; E-selectin induc: -0.2

What do the screens show for `CCCCn1nnnc1-c1nc2ccccc2[nH]c1=O`?
RAD52 anneal inh: -10; S100A4 MyoIIA: -2; ERp5 inh: 3; ERAP1 inh: -2; XiGFP reactiv: 0.0; E-selectin induc: 0.1

Results for CC(C)Oc1ccc(C(CC(=O)O)Cc2ccccc2)cc1 (stereo unspecified) ?
esBAF inh: -2; RAD52 anneal inh: -14; S100A4 MyoIIA: -2; RAD54 inh: 2; ERp5 inh: 0; ERAP1 inh: 1; XiGFP reactiv: 0.0; E-selectin induc: 0.2

How did O=c1c(-c2ccccc2)nnc2sc(COc3ccc(Br)cc3)nn12 do in these assays?
esBAF inh: 4; RAD52 anneal inh: -6; S100A4 MyoIIA: 4; RAD54 inh: 10; ERp5 inh: 2; ERAP1 inh: -1; XiGFP reactiv: 0.2; E-selectin induc: 0.0

How did NS(=O)(=O)OCCCc1ccc(C(F)(F)F)cc1 do in these assays?
esBAF inh: -1; RAD52 anneal inh: -1; S100A4 MyoIIA: -4; RAD54 inh: -6; ERp5 inh: -6; ERAP1 inh: 0; XiGFP reactiv: 0.0; E-selectin induc: 0.0

How did CC(C)(C)c1ccc(S(=O)(=O)NCCOCC(F)(F)C(F)F)cc1 do in these assays?
esBAF inh: -12; RAD52 anneal inh: 1; S100A4 MyoIIA: -16; RAD54 inh: -3; ERp5 inh: 1; ERAP1 inh: -1

Results for O=C(Nc1ccc(Cl)cc1)c1csc(COCCO)n1 ?
esBAF inh: 53*; RAD52 anneal inh: -8; S100A4 MyoIIA: -1; RAD54 inh: -3; ERp5 inh: 1; ERAP1 inh: -1; XiGFP reactiv: -0.1; E-selectin induc: 1.2

How did Cc1cccc(S(=O)(=O)NC(=O)C2(C)CCN2C(=O)Cc2cccs2)c1 (stereo unspecified) do in these assays?
esBAF inh: 0; RAD52 anneal inh: -12; S100A4 MyoIIA: 2; RAD54 inh: -2; ERp5 inh: 1; ERAP1 inh: 0; XiGFP reactiv: 0.0

What do the screens show for `O=S(=O)(NCC[C@@H]1CC[C@H](NS(=O)(=O)c2ccccc2Cl)[C@H](CO)O1)c1ccc(Cl)cc1`?
esBAF inh: 4; RAD52 anneal inh: -3; S100A4 MyoIIA: -8; RAD54 inh: -3; ERp5 inh: 9; ERAP1 inh: 2; XiGFP reactiv: -0.4; E-selectin induc: -0.8

What do the screens show for `Cc1noc(C)c1NC(=O)Nc1ccc2c(c1)C(=O)N([C@@H](C)CO)C[C@@H](C)[C@@H](CN(C)C(=O)Nc1ccccc1)OCCCC[C@@H](C)O2`?
esBAF inh: -3; RAD52 anneal inh: -3; S100A4 MyoIIA: 9; RAD54 inh: 0; ERp5 inh: -2; ERAP1 inh: -1; XiGFP reactiv: 0.2; E-selectin induc: -0.3

What do the screens show for `C[C@@H]1CN([C@H](C)CO)C(=O)c2cc(NC(=O)CCCCCC(=O)Nc3ccccc3N)ccc2O[C@H]1CN(C)Cc1ccc(-c2ccccc2)cc1`?
RAD52 anneal inh: -14; S100A4 MyoIIA: 9; ERp5 inh: 1; ERAP1 inh: 0; XiGFP reactiv: 0.3; E-selectin induc: 1.3

Results for CNc1nc2c(c(=O)n(C)c(=O)n2C)n1CCCc1ccccc1 ?
esBAF inh: 8; RAD52 anneal inh: 5; S100A4 MyoIIA: 11; RAD54 inh: 3; ERp5 inh: 1; ERAP1 inh: -2; XiGFP reactiv: 0.1

How did CC1CC(C)CN(S(=O)(=O)c2ccc(C(=O)NCCCn3ccnc3)cc2)C1 (stereo unspecified) do in these assays?
esBAF inh: -13; RAD52 anneal inh: 5; S100A4 MyoIIA: 1; RAD54 inh: 0; ERp5 inh: 10; ERAP1 inh: 2

How did O=C(C[C@H]1CC[C@@H]2[C@H](COC[C@@H](O)CN2C(=O)Nc2ccc(F)cc2)O1)NCC1CC1 do in these assays?
esBAF inh: 3; RAD52 anneal inh: 2; S100A4 MyoIIA: 7; RAD54 inh: 1; ERp5 inh: -5; ERAP1 inh: 5; XiGFP reactiv: 0.5; E-selectin induc: 0.0

What do the screens show for `Cc1cc(-c2cc(NC(=O)Cc3c[nH]c4ccccc34)ccc2Nc2cccnc2)ccc1F`?
RAD52 anneal inh: -16; S100A4 MyoIIA: -21; ERp5 inh: -2; ERAP1 inh: -2; XiGFP reactiv: 0.5; E-selectin induc: 1.6
